MITF inh: MITF inhibitors, primary screen, biochemical, AlphaScreen, human | Microphthalmia-associated transcription factor (Homo sapiens), O75030 | AlphaScreen MITF homodimerization, bead proximity signal | inhibition, % at 2.6 µM | 650,000 tested, 0.91% active; in the data active = inhibition above about 50%;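 also: 0% = vehicle wells with protein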
Target sequence (O75030 whole entry, looked up): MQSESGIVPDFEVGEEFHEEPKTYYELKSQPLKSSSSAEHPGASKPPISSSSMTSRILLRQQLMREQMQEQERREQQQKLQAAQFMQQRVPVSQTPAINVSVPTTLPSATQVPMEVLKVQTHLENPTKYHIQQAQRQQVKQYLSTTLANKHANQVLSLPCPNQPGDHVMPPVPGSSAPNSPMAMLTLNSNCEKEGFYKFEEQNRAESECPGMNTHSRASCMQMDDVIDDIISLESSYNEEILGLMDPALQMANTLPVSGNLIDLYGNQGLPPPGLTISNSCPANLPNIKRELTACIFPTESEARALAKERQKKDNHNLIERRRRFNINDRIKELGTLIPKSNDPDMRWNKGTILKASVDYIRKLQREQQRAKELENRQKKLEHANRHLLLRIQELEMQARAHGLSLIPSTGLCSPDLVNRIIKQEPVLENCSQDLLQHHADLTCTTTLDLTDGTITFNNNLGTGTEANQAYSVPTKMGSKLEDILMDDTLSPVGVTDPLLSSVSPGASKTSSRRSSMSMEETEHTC
GPR151 activ: activators of human GPR151, primary screen, cell-based, PathHunter beta-arrestin, luminescence; PathHunter beta-arrestin GPR151 cells; activation, % at 11.2 µM; 650,000 tested, 1% active; AID 1508602, 2020; in the data active = activation above about 4.9%;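 also: 0% = median of compound wells and 100% = cells with positive control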
Target sequence (Q8TDV0 whole entry, looked up): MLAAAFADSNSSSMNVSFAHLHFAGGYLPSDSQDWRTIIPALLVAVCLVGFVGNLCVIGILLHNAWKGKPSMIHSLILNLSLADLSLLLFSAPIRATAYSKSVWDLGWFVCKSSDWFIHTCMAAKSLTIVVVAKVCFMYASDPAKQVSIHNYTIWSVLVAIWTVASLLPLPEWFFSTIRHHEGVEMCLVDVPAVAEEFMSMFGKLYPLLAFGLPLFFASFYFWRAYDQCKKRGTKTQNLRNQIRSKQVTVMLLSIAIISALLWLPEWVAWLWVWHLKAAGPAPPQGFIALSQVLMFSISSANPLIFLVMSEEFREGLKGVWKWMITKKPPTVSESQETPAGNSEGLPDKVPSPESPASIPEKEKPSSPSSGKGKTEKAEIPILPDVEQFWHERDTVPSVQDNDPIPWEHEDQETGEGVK
FBW7 activator: FBW7 E3 ligase activators, primary screen, biochemical, AlphaScreen, human; AlphaScreen FBW7–phospho-cyclin E peptide binding, activator screen; normalized activity (activation), % at 26.1 µM; F-box/WD repeat-containing protein 7 (Homo sapiens), Q969H0; 650,000 tested, 0.13% active; in the data active = normalized activity above about 1.9%;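 also: purified mutant Fbw7 with reduced substrate affinity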
TEAD-YAP block: TEAD-YAP interaction inhibition, primary screen, TEAD-YAP interaction inhibitor project, luminescence, HEK-TIYL cells; TEAD-Gal4/YAP UAS-luciferase luminescence; inhibition, % at 9.12 µM; 640,000 tested, 1.4% active; in the data active = inhibition above about 32%;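 also: 0% = median of test compound wells and 100% = reference inhibitor wells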
Starred values were filed as active, the others as inactive.

Each structure is followed by: MITF inh	GPR151 activ	FBW7 activator	TEAD-YAP block
[1] COc1ccc(-c2nc(NCCN3CCOCC3)c3ncn(Cc4ccc(C(F)(F)F)cc4)c3n2)cn1
  1.5	0.9	0.1	-6.9
[2] O=C(CCc1ccccc1)Nc1ccc(S(=O)(=O)N2CCC(c3nc4ccccc4[nH]3)CC2)cc1
  13.7	-0.2	0.0	32.0*
[3] Cc1cccc(NC(=O)c2cccc(-n3ncc4cc(Nc5cccc(C)c5)ccc43)c2)c1
  24.6	0.8	0.0	8.6
[4] Cc1cc(C)cc(N2C(=O)CSC2c2ccccn2)c1 (stereo not given)
  8.5	1.5	-0.1	-9.9
[5] CCOC(=O)Cc1csc(SCC(=O)c2ccc3c(c2)OCCO3)n1
  -1.0	0.5	-0.1	8.7
[6] CC(C)CC(=O)Nc1ccc(-c2nnn(CC(=O)N3CCc4ccccc4C3)n2)cc1
  -11.0	0.5	-0.1	2.8
[7] C=CCOc1ccc2c(C(F)(F)F)cc(=O)oc2c1
  -6.8	2.1	0.0	7.0
[8] Clc1cccc(-c2nnc(CN3CCc4ccccc4C3)o2)c1
  -10.2	-0.2	-0.1	-0.1
[9] Cc1csc(NC(=O)CSc2nnc(C(C)C)n2C)n1
  -5.5	0.1	0.0	12.2
[10] Cc1ccc(C2CC(c3ccc(Cl)cc3)n3nc(N)nc3N2)cc1 (stereo not given)
  11.9	-0.9	0.2	6.0
[11] COC(=O)[C@@H]1C[C@@H](NC(=O)CC2CCCC2)CN1C/C(C)=C/c1ccccc1
  -0.1	-1.6	0.0	-3.8
[12] COc1ccc(Cl)cc1NC(=O)CSC1=NN2CCCC(=O)N=C2S1
  17.2	-0.4	0.1	8.6
[13] O=C(NC(=S)Nc1ccc(-c2nc3cc(Cl)ccc3o2)cc1)c1ccco1
  -1.1	0.0	0.1	-24.4
[14] CCOc1cccc2cc(C(=O)NCc3cccnc3)c(=O)oc12
  5.9	0.3	0.7	6.0
[15] CC(C)NS(=O)(=O)c1ccc(OCC(=O)N2CCC(C(N)=O)CC2)cc1
  8.1	0.9	0.3	-1.6
[16] O=C(Oc1ccc(OC(=O)c2ccc(Br)cc2)c(Br)c1)c1ccc(Br)cc1
  -4.2	-1.0	-0.1	2.3
[17] COc1ccccc1-n1c(CNC(=O)c2cc(OC)c(OC)c(OC)c2)nnc1SCC(=O)N1CCc2ccccc21
  -6.2	-1.0	0.0	-9.6
[18] O=[N+]([O-])c1ccc(C2CC(c3cccs3)=Nc3ccccc3S2)cc1 (stereo not given)
  15.5	1.3	-0.6	13.6
[19] CCCCN(CC)C(=O)c1cccc([N+](=O)[O-])c1
  6.4	-1.5	0.1	10.7
[20] O=C1/C(=C\c2ccc(-c3ccc(Cl)cc3)o2)NC(=S)N1c1ccccc1
  -9.2	0.0	-0.1	3.0
[21] Cc1ccc(NC(=O)C2C3C=CC(C4CC34)C2C(=O)O)c(C)c1 (stereo not given)
  3.6	1.6	0.7	-23.5
[22] O=C(c1ccccc1Br)n1nnc2ccccc21
  0.5	0.8	0.0	7.0
[23] O=C(Nc1ccc(S(=O)(=O)Nc2nccs2)cc1)c1ccc2c(c1)OCCO2
  11.8	-0.8	-0.2	-19.0
[24] O=C1CC2CS(=O)(=O)CC2N1CCN1CCOCC1 (stereo not given)
  1.5	-0.4	0.0	7.0
[25] Cc1cc2ccccn2c1C(=O)c1cccc(S(=O)(=O)N2CCOCC2)c1
  4.5	0.4	0.0	2.4
[26] CNc1ccccc1-c1nc2cc3ccccc3cc2[nH]c1=O
  15.1	0.8	0.0	-32.2
[27] COc1ccc(CN(C)C(=O)CCC2(Cc3ccc(Cl)cc3)CCC(=O)N2)cc1OC (stereo not given)
  -18.5	0.5	-0.1	2.5
[28] CC(/C=N/NC(=O)c1cccnc1)c1ccccc1 (stereo not given)
  -4.5	3.7	0.0	5.0
[29] COCCNC(=O)C1CCN(S(=O)(=O)c2ccc(Cl)cc2)CC1
  0.5	1.5	0.0	-4.8
[30] CC(C)(C)NC(=O)CN(c1ccccc1Cl)S(=O)(=O)c1ccccc1
  -5.7	-0.2	-0.1	7.0

As a working copy, some entries already given.
Each structure is followed by: MITF inh	GPR151 activ	FBW7 activator	TEAD-YAP block
[24] O=C1CC2CS(=O)(=O)CC2N1CCN1CCOCC1 (stereo not given)
  1.5	-0.4	0.0	7.0
[25] Cc1cc2ccccn2c1C(=O)c1cccc(S(=O)(=O)N2CCOCC2)c1
  4.5	0.4	0.0	2.4
[26] CNc1ccccc1-c1nc2cc3ccccc3cc2[nH]c1=O
  15.1	0.8	0.0	-32.2

(continued)
Each structure is followed by: MITF inh	GPR151 activ	FBW7 activator	TEAD-YAP block
[31] COc1cccc(N2C(=O)C(=O)/C(=C(\O)c3ccccc3)C2c2ccc(O)c(OC)c2)c1 (stereo not given)
  2.5	0.2	0.0	-9.5
[32] CC(=O)c1c(C)[nH]c(C(=O)NCCc2ccc(S(N)(=O)=O)cc2)c1C
  7.0	0.6	-0.2	9.4
[33] O=C(CSc1ccc(Cl)cc1)N/N=C/c1ccc(F)cc1
  -8.4	1.3	0.0	7.4
[34] CN(C)C(=O)CSc1nnc(-c2ccc(Cl)cc2Cl)o1
  -9.4	0.3	0.6	-53.1
[35] COc1ccc(NC(=S)N(Cc2ccc(C)cc2)Cc2ccccn2)cc1
  -5.2	-0.2	-0.1	-10.6
[36] c1ccc(CN2CCN(c3ncnc4sc5c(c34)CCC5)CC2)cc1
  17.8	-1.0	0.0	-1.0
[37] Fc1ccc(C2Oc3ccccc3C3=C2C(c2ccc(Cl)cc2)n2ncnc2N3)cc1 (stereo not given)
  1.6	1.5	0.0	4.2
[38] CC1=C(C(=O)OC2CCCCC2)C(c2ccc(Cl)c(Cl)c2)NC(=O)N1 (stereo not given)
  0.5	-0.2	0.0	-2.1
[39] CON1C(=O)C2C(C1=O)C1(Cl)CC2(Cl)C(Cl)=C1Cl (stereo not given)
  -22.7	-1.5	0.1	-4.3
[40] CCOC(=O)C1=C(C(F)(F)F)Nc2ncnn2C1c1ccc(OC)cc1OC (stereo not given)
  3.9	-0.7	0.0	-2.5
[41] Cc1ccc(CN2CCC3(CC2)CC3C(=O)NCc2cccnc2)o1 (stereo not given)
  -4.5	-0.5	-0.2	-6.8
[42] CCOc1ccc(N(CC(=O)NCC(C)C)S(=O)(=O)c2ccc(Cl)cc2)cc1
  15.0	-0.4	0.2	5.8
[43] CCN(CC)C(=S)Nc1cc(C(=O)OC)ccc1C(=O)OC
  -11.0	0.4	0.0	-9.2
[44] COc1ccc(CC(=O)O)cc1OC
  1.1	0.1	0.0	4.0
[45] Cc1ccccc1C1=N/C(=C\c2ccc(Cl)cc2Cl)C(=O)O1
  3.1	2.5	0.7	2.9
[46] COc1ccc(Cl)cc1N1C(=O)CSC1c1ccccc1 (stereo not given)
  17.5	0.4	0.4	2.2
[47] COc1ccc(NC(=O)c2c(NC(=O)c3ccco3)sc(-c3ccccc3)c2C)cc1
  -2.2	-0.8	0.1	-6.5
[48] CCOc1cc(C2NC(=O)NC(C)=C2C(=O)Nc2ccc(Br)cc2)ccc1O (stereo not given)
  -6.2	-2.1	1.1	7.9
[49] O=C(CNS(=O)(=O)c1ccc(Cl)cc1)Nc1cccc([N+](=O)[O-])c1
  -3.9	-2.2	-0.3	-12.0
[50] Cc1sc(NC(=O)CN(Cc2ccccc2)C(=O)c2ccccc2F)c(C(N)=O)c1C
  4.9	0.4	0.5	11.8
[51] CCN(CCN(C)C)Cc1c(Cl)cccc1Cl
  56.6*	1.0	-0.1	5.8
[52] COCCNC(=O)/C(C#N)=C/c1ccc(N2CCCCC2)o1
  -0.3	0.2	-0.3	-52.4
[53] COc1ccc(CN2CCN(Cc3cc(OC)ccc3O)CC2)cc1
  83.0*	0.1	0.1	-1.4
[54] COC(=O)CSc1nc(-c2ccco2)cc(C(F)(F)F)c1C#N
  -0.3	-0.9	2.0*	10.8
[55] Cc1c(C(=O)Nc2ccc(F)cc2F)sc2nc(C)n(C)c(=O)c12
  13.6	-2.5	0.0	-61.4
[56] CC(=O)c1sc(N/N=C\c2cccnc2)nc1C
  -0.6	0.6	-0.3	11.3
[57] CCOC(=O)c1cc2c(=O)n3ccccc3nc2n(CCCOC)c1=NC(=O)c1ccc(F)cc1
  -1.5	-0.5	0.1	-10.0
[58] COc1cccc(CC2(CCC(=O)NCc3c(F)ccc(C)c3F)CCC(=O)N2)c1 (stereo not given)
  -3.4	0.1	0.0	-40.6
[59] COc1ccccc1N/C=C/C(=O)c1cc(OC)c(OC)c(OC)c1
  12.2	-1.3	0.3	-10.0
[60] CNC(=S)N(CCc1nc2ccccc2[nH]1)Cc1ccccc1
  9.3	-1.1	0.3	3.3

Of the compounds above, 6 have an aryl thioether with sulfur outside any ring.
Each structure is followed by: MITF inh	GPR151 activ	FBW7 activator	TEAD-YAP block
[5] CCOC(=O)Cc1csc(SCC(=O)c2ccc3c(c2)OCCO3)n1
  -1.0	0.5	-0.1	8.7
[9] Cc1csc(NC(=O)CSc2nnc(C(C)C)n2C)n1
  -5.5	0.1	0.0	12.2
[17] COc1ccccc1-n1c(CNC(=O)c2cc(OC)c(OC)c(OC)c2)nnc1SCC(=O)N1CCc2ccccc21
  -6.2	-1.0	0.0	-9.6
[33] O=C(CSc1ccc(Cl)cc1)N/N=C/c1ccc(F)cc1
  -8.4	1.3	0.0	7.4
[34] CN(C)C(=O)CSc1nnc(-c2ccc(Cl)cc2Cl)o1
  -9.4	0.3	0.6	-53.1
[54] COC(=O)CSc1nc(-c2ccco2)cc(C(F)(F)F)c1C#N
  -0.3	-0.9	2.0*	10.8

Next section.
Each structure is followed by: MITF inh	GPR151 activ	FBW7 activator	TEAD-YAP block
[61] O=C(c1ccc([N+](=O)[O-])cc1)N1CCSc2ccccc21
  -8.3	-2.7	-0.1	3.2
[62] O=C1OC(Nc2nccs2)c2ccccc21 (stereo not given)
  10.5	-0.9	0.7	0.0
[63] Cc1ccccc1CN1CCNC(=O)C1CC(=O)N1CCC(O)(c2ccccn2)CC1 (stereo not given)
  3.4	-0.2	0.2	-4.9
[64] Cc1sc2ncnc(Nc3ccc(N(C)C)cc3)c2c1C
  8.5	-0.1	-0.1	-34.6
[65] C=CCC1NC2(CCCC2)Cc2cc(OC)c(OC)cc21 (stereo not given)
  6.5	0.0	-0.1	-2.8
[66] O=C(c1cncc(Br)c1)N1CCN(Cc2nc3ccccc3n2Cc2ccccc2)CC1
  29.5	-0.8	-0.4	-8.7
[67] CCc1nnc2n1N=C(c1ccc(C)cc1)CS2
  4.0	2.0	0.0	4.5
[68] CC(NC(=O)COC(=O)c1cc(=O)c2ccccc2o1)C1CC2CCC1C2 (stereo not given)
  15.3	-1.7	-0.1	-3.8
[69] Cc1oc2ccc(NS(=O)(=O)c3ccccc3)cc2c1C(=O)OCc1ccccc1
  10.9	-1.8	0.5	-1.2
[70] CCn1c(SCC(=O)Nc2ccc(NC(C)=O)cc2)nc2sc(C)c(C)c2c1=O
  -11.8	0.5	0.1	17.8
[71] O=[N+]1C=CC=CC1=C1C=CC=CN1[O-]
  9.8	-0.7	0.0	2.6
[72] CCOC(=O)CCCNC(=O)c1cncc(Br)c1
  4.0	0.2	-0.1	6.4
[73] O=C(CSc1nc2[nH]ncc2c(=O)n1-c1cccc(C(F)(F)F)c1)NCc1ccccc1
  12.8	1.5	0.1	7.8
[74] CCOC(=O)C1=C(C)NC(=O)NC1c1ccc(I)o1 (stereo not given)
  7.0	0.0	0.1	-6.6
[75] N=c1c(C(=O)NCCc2ccccc2)cc2c(=O)n3ccccc3nc2n1CCCO
  15.2	-0.1	1.3	3.1
[76] O=C(CNC(=S)N(Cc1ccccc1)Cc1ccccc1F)NCc1ccco1
  6.0	-0.9	-0.1	10.1
[77] CCOC(=O)CCC(=O)NNC(=O)COc1ccc(-c2ccccc2)cc1
  13.6	-1.4	0.0	2.8
[78] Cc1n[nH]c(=O)nc1Nc1ccccc1
  5.8	-0.9	-0.1	7.1
[79] Cc1ccc(N(C)C(=O)N2CCN(S(=O)(=O)c3cccc([N+](=O)[O-])c3)CC2)cc1
  -4.9	0.4	-0.1	2.8
[80] NCCSc1nnc(-c2ccncc2)o1
  -1.7	-0.7	-0.7	4.5
[81] CCOc1cc(CN2CCC3(CCC(CNC(=O)c4ccccc4)O3)CC2)ccc1O (stereo not given)
  7.1	2.3	0.1	6.3
[82] O=S(=O)(c1ccccc1)N1CCCC(c2nnc(Cc3ccccc3)s2)C1 (stereo not given)
  5.2	-0.2	0.1	11.3
[83] CCCCn1c(N)c(NC2CCCC2)c(=O)[nH]c1=O
  -3.8	1.0	0.3	-3.4
[84] CCN(CC)C(=O)CN(Cc1ccccc1)S(=O)(=O)c1ccc(F)cc1
  8.2	0.3	0.0	1.7

High-throughput results (PubChem BioAssay)
